# Source: PubChem
# PP5 inh = PP5 (human) phosphatase inhibition. P53041. purified PP5c, OMFP substrate fluorescence. inhibition, % at 6.7 µM. 320,000 tested, 0.18% active. AID 1987;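 active means inhibition above the campaign's mean inhibition across all tested compounds plus 3 SD, cut at about 9.5% in these data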;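 further: 0% = DMSO only and 100% = 100 µM cantharidin control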
# Efflux pump inh = blocks antifungal efflux pumps in multiplex yeast assay; S. cerevisiae Candida pump triplex, Nile Red efflux; inhibition, % at 10 µM; 330,000 tested, 0.44% active; AID 485275;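 active means plate passing quality check with inhibition over a set limit, or well fluorescence over plate mean plus 4 SD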;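 further: Nile Red retained in pooled yeast measured as flow cytometry median fluorescence; 0% = buffer negative control and 100% = Enniatin B positive control; higher means more Nile Red kept so more efflux inhibition; some compounds called inactive have numbers as strong as hits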
# CTSL1 counter = blocks F. hepatica cathepsin L1 in PFM18AAP counter-screen. recombinant F. hepatica cathepsin L1, Z-Leu-Arg-MCA fluorescence. inhibition, % at 5.96 µM. 300,000 tested, 0.49% active. AID 1906;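 active means inhibition above the mean of all tested compounds plus 3 SD, set per screening campaign, cut at about 17% in these data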;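 further: 0% = plate median of test compound wells and 100% = 1 µM Z-Phe-Ala-diazomethylketone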
# TPT1 inhibitor = blocks Candida albicans tRNA 2'-phosphotransferase; recombinant caTPT1, FP RNA substrate dephosphorylation; 300,000 tested, 0.81% active; inhibition, % at 5 µM;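 active means inhibition above the mean of all tested compounds plus 3 SD, set per screening campaign, cut at about 24% in these data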;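 further: plate controls were DMSO alone for no effect and ferristatin control at 100 nM for full effect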
# PP1 inh = counter-screen for PP5 inhibitors: inhibitors of human PP1-alpha; inhibition, % at 6.7 µM; P62136; 320,000 tested, 0.9% active; purified PP1alpha, OMFP fluorescence;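 active means inhibition above the mean inhibition of all tested compounds plus 3 SD, computed separately for each screening campaign, cut at about 15% in these data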
# core dimer inh = HCV core protein dimerization inhibition; TR-FRET GST/Flag-core106 dimerization, 1536-well; inhibition, % at 5 µM; 300,000 tested, 0.33% active; AID 1899;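 active means inhibition above the mean of all tested compounds plus 3 SD, set per screening campaign, cut at about 45% in these data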
#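 Material: GST/Flag-tagged HCV core106 proteins. Incubation: 4 h, 22.5 °C incubation. Read-out basis: inhibition (%) from 671 over 617 nm ratio. Measured by: TR-FRET, excitation 340 nm, emission 617 and 671 nm.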
# EBNA-1 inh = blocks EBNA-1 binding to DNA. 300,000 tested, 0.34% active. inhibition, % at 14.8 µM. EBNA-1 DNA binding, fluorescence polarization. AID 1950; in the data active means inhibition above about 28%
# PREPL inhibitor = inhibits the human prolyl oligopeptidase-like enzyme; 320,000 tested, 0.68% active; Q4J6C6; inhibition, % at 5.96 µM; recombinant PREPL, fluorescence polarization activity-based probe; in the data active means inhibition above about 43%;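 further: 0% = enzyme with DMSO and 100% = wells lacking enzyme; many of its hits are not listed in these tables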
# Target sequence (Q4J6C6 whole entry, looked up): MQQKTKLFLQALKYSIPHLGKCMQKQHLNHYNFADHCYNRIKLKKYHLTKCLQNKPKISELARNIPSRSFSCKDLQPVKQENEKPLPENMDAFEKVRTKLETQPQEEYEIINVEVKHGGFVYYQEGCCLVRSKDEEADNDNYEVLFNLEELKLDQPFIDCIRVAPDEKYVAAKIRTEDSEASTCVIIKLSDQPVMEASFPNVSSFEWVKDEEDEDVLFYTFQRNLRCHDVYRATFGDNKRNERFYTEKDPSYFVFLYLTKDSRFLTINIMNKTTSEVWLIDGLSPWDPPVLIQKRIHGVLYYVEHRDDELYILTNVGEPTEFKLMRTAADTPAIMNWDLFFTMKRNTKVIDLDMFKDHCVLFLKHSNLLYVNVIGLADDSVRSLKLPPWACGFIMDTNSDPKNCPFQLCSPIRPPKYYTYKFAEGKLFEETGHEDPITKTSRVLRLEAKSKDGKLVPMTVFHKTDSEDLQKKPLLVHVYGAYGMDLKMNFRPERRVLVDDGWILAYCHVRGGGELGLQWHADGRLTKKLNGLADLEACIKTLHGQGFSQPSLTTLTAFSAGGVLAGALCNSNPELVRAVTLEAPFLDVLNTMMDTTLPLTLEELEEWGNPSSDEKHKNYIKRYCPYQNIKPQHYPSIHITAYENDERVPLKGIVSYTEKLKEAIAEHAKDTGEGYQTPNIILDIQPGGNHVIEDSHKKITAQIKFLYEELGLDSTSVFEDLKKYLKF
# ZTA counter = blocks Epstein-Barr virus ZTA, an EBNA-1 counter-screen; 320,000 tested, 0.15% active; inhibition, % at 11 µM; ZTA-DNA binding, fluorescence polarization; P03206; in the data active means inhibition above about 33%
# Target sequence (P03206 whole entry, looked up): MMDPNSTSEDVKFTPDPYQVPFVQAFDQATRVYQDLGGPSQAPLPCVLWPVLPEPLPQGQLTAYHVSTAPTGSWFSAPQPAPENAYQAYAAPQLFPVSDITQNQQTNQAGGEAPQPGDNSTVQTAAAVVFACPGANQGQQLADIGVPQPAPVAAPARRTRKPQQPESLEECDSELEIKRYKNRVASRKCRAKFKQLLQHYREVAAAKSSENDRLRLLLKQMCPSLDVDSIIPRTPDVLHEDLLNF
# Active calls of the source: *; nt = no result given.
# Below each compound: Efflux pump inh	PREPL inhibitor	PP5 inh	CTSL1 counter	EBNA-1 inh	PP1 inh	ZTA counter	core dimer inh	TPT1 inhibitor
- COc1ccc(/C=C/c2ccccc2)cc1[C@H]1[C@@H]2C=CCC[C@@]2(C)C(=O)N1Cc1ccccc1
    0.0	30	4.3	3	0	5	4	10	0
- O=C(NCC(c1ccc(F)cc1)N1CCOCC1)c1ccco1 (centres undefined)
    0.1	-1	-1.8	-6	-3	-5	0	4	1
- COc1ccc(C(=O)N2CCN(S(=O)(=O)c3ccc4c(c3)OCCO4)CC2)cc1OC
    -0.1	11	0.1	nt	nt	-4	-10	nt	nt
- COc1ccc(CN(CC(=O)NCc2ccc(F)cc2)C(=O)c2ccco2)cc1
    -0.2	5	-0.2	10	2	-3	2	5	1
- CC(=O)Nc1ccc(SCC(=O)N(C)C2CCS(=O)(=O)C2)cc1 (centres undefined)
    -0.1	18	0.2	-5	7	1	-4	-6	-2
- CCn1ccnc1CN(C)Cc1nc(-c2cccc(Cl)c2)no1
    0.0	16	0.4	0	-9	4	-21	-4	-1
- Cc1cccc(NS(=O)(=O)c2c(C(=O)N3CCOCC3)c(C)n(C)c2C)c1C
    -0.1	5	3.0	-7	-9	1	-19	-6	-2
- CNC(=O)c1ccc(-n2cccn2)nc1
    0.1	-3	2.0	-1	-2	-5	7	1	1
- Cc1ccc(Nc2nc(N)nc(CN3CCN(c4ccccc4)CC3)n2)cc1Cl
    0.0	37	4.1	1	-8	7	2	3	-2
- COc1ccc(-c2[nH]ncc2CNCc2cc(C)n(C)n2)c(F)c1
    0.0	-10	-1.8	-1	-1	0	0	-6	-4
- COC(=O)c1ccc(NC(=O)C2CCCN(S(=O)(=O)c3cnc[nH]3)C2)cc1 (centres undefined)
    -0.2	9	1.2	2	9	-1	-7	-5	-2
- Nc1cc(=O)[nH]c(SCC(=O)N2CCN(S(=O)(=O)c3ccc4ccccc4c3)CC2)n1
    0.0	12	4.5	5	-12	-3	-2	13	2
- CCOC(=O)C1(P(=O)(c2ccccc2)c2ccccc2)CCC1
    -0.1	9	-4.8	2	-8	3	-16	1	0
- COc1ccc(-c2oc3ncn(Cc4ccco4)c(=N)c3c2-c2ccc(OC)cc2)cc1
    0.7	23	6.7	-1	-9	14	12	10	6
- Nc1cccc(NC(=O)CN2CCOCC2)c1
    -0.1	5	1.5	-3	-5	-2	-2	-2	-1
- O=C(NCc1ccc(F)cc1)C1CCC(=O)N1C1CCCCC1 (centres undefined)
    -0.2	7	0.2	-2	6	0	-1	-4	-3
- COc1ccc(S(=O)(=O)N2CCCC(C(=O)N3CCN(c4ccccc4)CC3)C2)cc1Cl (centres undefined)
    -0.2	-1	2.2	1	-13	-3	-8	7	1
- Cn1c(C(=O)N2CCCC(C(=O)c3ccc(C(F)(F)F)cc3)C2)cc(=O)n(C)c1=O (centres undefined)
    -0.2	8	-0.6	-1	-1	-2	-11	-8	-1
- Cc1ccc(Cl)cc1N1CCN(C(=O)c2ccc3nc[nH]c3c2)CC1
    0.1	13	2.7	-2	-2	2	-9	7	0
- COc1cc2c(cc1NC(=O)COC(=O)[C@@H](NC(=O)c1ccccc1)C(C)C)oc1ccccc12
    0.0	-11	0.7	-19	0	3	-2	2	-2
- COc1ccccc1C(=O)Nc1ccc(NC(=O)C2CCCCC2)nc1
    -0.2	-14	1.8	-1	-17	0	-6	-4	-1
- CCCn1nnnc1SCC(=O)N(C(C)C)C(C)C
    0.0	-4	-1.6	5	-5	-1	-11	1	3
- COc1ccc2cc(C(=O)Nc3ccc(Cl)cc3)sc(=O)c2c1OC
    -0.1	-8	2.5	1	19	0	6	-6	3
- CC(C)(C)C(=O)Nc1c(Br)c(C2CC2)nn1-c1ccccc1
    0.0	-1	0.3	-2	-3	-2	9	-2	-1
- Cc1c(CN2CCCCC2)c(O)n(CCO)c(=O)c1C#N
    -0.2	-3	3.4	0	-1	-2	-11	-3	1
- COc1ccc(CN2C(=O)c3cccnc3C2=O)cc1S(=O)(=O)NCc1ccc(C)o1
    -0.1	-5	-0.6	0	-12	-3	-9	-5	2
- O=Cc1ccc2c(c1)CCN2Cc1ccccc1
    0.2	19	1.2	-5	-2	0	3	-3	1
- CCc1sc(C(=O)N2CCCN(C)CC2)cc1Br
    0.2	7	-1.9	-3	-1	-5	-8	-1	-3
- COc1ccc(C(=O)NC(C)CCc2ccccc2)cc1 (centres undefined)
    -0.3	0	0.6	-2	7	0	0	-11	-2
- O=C1c2ccccc2C(=O)N1c1ccc(Cc2ccncc2)cc1
    0.0	-3	-1.0	-3	-5	3	2	0	-4
- c1cncc(-c2nc(N3CCCCCC3)c3ccccc3n2)c1
    -0.1	2	0.2	6	1	3	-2	11	-6
- O=C1C2C3C=CC(CC3)C2C(=O)N1c1ccc([N+](=O)[O-])cc1 (centres undefined)
    -0.3	4	0.0	-3	-1	0	-8	2	0
- Cc1cccc2cc(CN(Cc3ccccc3)C(=S)NCCCN(C)C)c(=O)[nH]c12
    0.1	6	0.8	-1	-6	-2	-14	-4	-5
- COc1ccc2sc(N(CCN(C)C)C(=O)c3ccc4ccccc4c3)nc2c1
    0.1	0	-0.5	2	9	-2	-6	-9	16
- CN(C)CCN1C(=O)C(O)=C(C(=O)c2ccco2)C1c1ccccc1F (centres undefined)
    0.1	15	2.7	5	-3	1	-16	-3	-3
- COc1cccc(-c2c(C(=O)N/N=C/c3cccs3)nnn2-c2nonc2N)c1
    0.0	0	0.6	-1	-4	0	2	3	3
- COc1ccc(N=C(c2ccccc2)c2c(C)[nH]n(-c3ccccc3)c2=O)c(OC)c1
    0.1	5	2.9	0	-17	-3	-3	1	-2
- CC1(C)CC(=O)C(C=NCC2CCN(C(=S)Nc3cccc(Cl)c3)CC2)=C(O)C1
    -0.2	-9	0.0	1	-20	-2	-15	1	0
- CCCN1CCc2c(sc(NC(=O)c3ccc(S(=O)(=O)N(C)c4ccccc4)cc3)c2C(=O)NC)C1
    -0.1	31	5.4	-5	-13	-2	-6	-14	104*
- COCCOC(=O)C1=C(C)Nc2ncnn2C1c1ccco1 (centres undefined)
    -0.1	-7	0.4	-1	-9	-3	0	-3	2
- COc1cc(NS(=O)(=O)c2ccc(NC(C)=O)cc2)ncn1
    -0.1	7	-0.9	5	4	0	-8	-2	-5
- O=C(CC12CC3CC(CC(Br)(C3)C1)C2)NCc1ccccc1
    0.2	-7	1.8	-9	-19	-4	-1	1	1
- CSc1nc(C)cc(OCC#N)n1
    -0.1	4	-1.8	2	-3	6	8	-2	-8
- CCc1ccc(NC(=S)NNC(=O)c2ccccc2OC(F)F)cc1
    -0.2	-3	1.2	1	7	-2	10	-1	-2
- Cc1ccc(NC(=S)N(CCCN2CCN(C)CC2)Cc2cccs2)cc1
    -0.1	25	-1.0	4	-2	-1	-1	-3	1
- COc1ccc(C2Nc3ccccc3C(=O)N2Cc2ccccc2)cc1CSc1ccccn1 (centres undefined)
    -0.2	3	4.4	3	6	3	9	-18	6
- Cc1noc(C)c1C(=O)NCCc1ccccc1
    0.1	19	0.5	-4	-3	-9	7	-2	-1
- Cc1cccc(NC(=O)C2CCN(S(=O)(=O)c3c(C)nn(C)c3C)CC2)n1
    -0.1	-10	3.4	-5	-1	-4	0	-3	4
- Cc1cc(OC(=O)c2cc([N+](=O)[O-])ccc2Cl)c([N+](=O)[O-])c(=O)[nH]1
    0.0	-5	-0.3	-2	-3	-3	14	1	-6
- Nc1[nH]c2cc([N+](=O)[O-])ccc2c1-c1ccccn1
    0.2	22	8.6	0	-3	3	-7	-62	101*

# The list goes on.
# Below each compound: Efflux pump inh	PREPL inhibitor	PP5 inh	CTSL1 counter	EBNA-1 inh	PP1 inh	ZTA counter	core dimer inh	TPT1 inhibitor
- CC1=NN(c2ccccc2)C(=O)/C1=C/c1ccc[nH]1
    0.1	8	1.4	0	2	-3	11	-22	-1
- O=C(O)C1OC2OC3(CCCCC3)OC2C2OC3(CCCCC3)OC12 (centres undefined)
    0.2	3	1.1	-3	0	-6	-5	1	-1
- CC(=O)c1cccc(S(=O)(=O)N2CCN(c3nc4cc(C)cc(C)c4cc3C#N)CC2)c1
    0.1	-10	-0.8	8	6	3	-17	70*	5
- Cc1cc(C)n2nc(C(=O)NCC(=O)Nc3ccc(F)c(F)c3)nc2n1
    0.0	-2	1.5	2	2	-2	-8	-5	-3
- Oc1c(C=Nc2ccc(Cl)cn2)sc2ccccc12
    -0.1	5	-1.1	0	-1	-3	-20	-10	31*
- CCOC(=O)N1CCC(NC(=O)CC2C(=O)NCCN2Cc2ccccc2F)CC1 (centres undefined)
    -0.1	6	0.5	-1	-11	-3	-3	-6	-1
- CCOC(=O)c1nn(-c2ccc(F)cc2)c2nc(Nc3ccccc3)cc(=O)n12
    0.3	-1	3.4	2	-7	0	-5	7	0
- O=C(Oc1cccc(C(=S)N2CCOCC2)c1)c1ccccc1
    -0.1	1	2.9	-7	-3	6	9	2	-4
- CCOc1ccc(C(=O)NCC(=O)Nc2ncccc2C)cc1OCC
    0.0	16	-1.9	-4	-9	-5	-22	-8	-3
- Cc1ccc(OCCOc2cccc3ccc(C)nc23)c([N+](=O)[O-])c1
    0.2	-5	5.1	1	-14	-1	-9	7	-1
- COc1ccc2c(/C=N/Nc3ccc(C(=O)O)cc3)c[nH]c2c1
    -0.4	56*	1.4	-1	-4	0	-10	-48	56*
- COC(=O)CSC1=C(C#N)C(c2cccc(F)c2)CC(=O)N1 (centres undefined)
    -0.1	-7	0.4	-1	1	4	9	-1	0
- COc1ccc(-c2c(C(C)=O)c(C)nc3sc4c(=O)n(-c5ccc(C)cc5)nnc4c23)cc1
    0.0	10	1.2	3	-7	-2	-15	20	-3
- Cc1nnsc1C(=O)NNc1c(Cl)cccc1Cl
    0.3	8	2.5	-4	-6	-3	-14	-1	3
- Cc1ccc(S(=O)(=O)N2CCN(C(=O)Cn3cnc4c3c(=O)n(C)c(=O)n4C)CC2)cc1C
    0.0	6	-0.2	nt	nt	-5	-5	nt	nt
- Cc1ccc(C2=NN(C(=O)CCl)C(c3cccs3)C2)o1 (centres undefined)
    0.0	2	2.9	18*	1	-1	-8	4	-1
- Nc1ccc(-c2nc3ccccc3s2)cn1
    -0.1	-1	1.9	2	6	3	14	1	1
- CC(Sc1ccc(S(=O)(=O)N2CCOCC2)cn1)C(=O)Nc1ccc(Cl)cc1Cl (centres undefined)
    0.1	22	1.6	nt	nt	0	-3	nt	nt
- CC(C)Cn1c(N)c(C(=O)COC(=O)c2cc(F)cc(F)c2)c(=O)n(C)c1=O
    -0.1	9	2.0	1	5	0	8	1	-5
- O=C(NC1=NCCS1)c1cccc(S(=O)(=O)N2CCOCC2)c1
    0.0	7	3.4	nt	nt	-1	-19	nt	nt
- Cc1cccc(C(C(=O)NC2CCCC2)N(C(=O)c2csnn2)C2CC2)c1 (centres undefined)
    0.2	9	-0.3	-1	-18	-5	0	-9	3
- COc1ccc(C)cc1-n1nnnc1SCC(=O)c1cc(C)n(Cc2ccco2)c1C
    0.2	-6	0.8	2	4	7	2	31	-4
- COc1cc(/C=C/C(=O)N[C@@H](Cc2c[nH]c3ccccc23)C(=O)O)ccc1O
    0.1	-2	-2.1	2	11	-4	6	2	0
- O=C(c1ccco1)N1CCN(c2c(-c3ccccc3)c3cc(Cl)ccc3[nH]c2=O)CC1
    -0.1	25	1.9	-1	-3	6	10	12	-2
- COc1cc(OC)nc(NC(=O)NS(=O)(=O)c2ccc(OC(F)(F)F)cc2)n1
    0.0	2	1.8	-3	1	1	6	1	5

# An excerpt; count on the stated rates, not on these rows.
